# S1P4 ag: agonists of human S1P4 receptor. hit rate 0.35% among 220,000. AID 1509. activation, % at 4.98 µM. S1P4-expressing cell line, agonist reporter assay; in the data active = activation above about 11%;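 note: 0% = DMSO vehicle and 100% = reference agonist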
# Target sequence (O95977 whole entry, looked up): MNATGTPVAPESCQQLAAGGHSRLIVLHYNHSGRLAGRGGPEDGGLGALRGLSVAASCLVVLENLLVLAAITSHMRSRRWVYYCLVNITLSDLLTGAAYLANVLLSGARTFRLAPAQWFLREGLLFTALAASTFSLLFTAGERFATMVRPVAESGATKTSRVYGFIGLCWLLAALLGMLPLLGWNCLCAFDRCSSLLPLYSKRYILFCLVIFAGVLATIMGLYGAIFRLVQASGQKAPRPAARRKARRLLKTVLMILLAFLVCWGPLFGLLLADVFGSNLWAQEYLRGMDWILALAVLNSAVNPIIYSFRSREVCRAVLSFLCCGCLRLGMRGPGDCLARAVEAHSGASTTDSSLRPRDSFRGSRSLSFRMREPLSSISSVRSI
# NPY-Y1 PAM-ag: human NPY-Y1 potentiation or agonism, primary screen | NPY-Y1 expressing cells, potentiator/agonist activation | hit rate 0.37% among 220,000 | AID 1304 | P25929 | activation, % at 3.6 µM; in the data active = activation above about 33%, passing the limit was not always enough;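 note: cells stimulated with NPY at EC10 then isoproterenol at EC100; 0% = low agonist plus stimulus and 100% = saturating agonist plus stimulus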
# TRPML3 ag: agonists of human TRPML3 channel | Q8TDD5 | HEK293 TRPML3-YFP, Fluo-8 calcium fluorescence; 100% = the carbachol control signal | activation, % at 3 µM | hit rate 0.29% among 220,000;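 active = activation above its plate's cutoff, the mean activation of the plate's test wells plus 3 SD, cut at about 12% in these data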;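 note: 0% = DMSO only wells and 100% = carbachol wells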
# Target sequence (Q8TDD5 whole entry, looked up): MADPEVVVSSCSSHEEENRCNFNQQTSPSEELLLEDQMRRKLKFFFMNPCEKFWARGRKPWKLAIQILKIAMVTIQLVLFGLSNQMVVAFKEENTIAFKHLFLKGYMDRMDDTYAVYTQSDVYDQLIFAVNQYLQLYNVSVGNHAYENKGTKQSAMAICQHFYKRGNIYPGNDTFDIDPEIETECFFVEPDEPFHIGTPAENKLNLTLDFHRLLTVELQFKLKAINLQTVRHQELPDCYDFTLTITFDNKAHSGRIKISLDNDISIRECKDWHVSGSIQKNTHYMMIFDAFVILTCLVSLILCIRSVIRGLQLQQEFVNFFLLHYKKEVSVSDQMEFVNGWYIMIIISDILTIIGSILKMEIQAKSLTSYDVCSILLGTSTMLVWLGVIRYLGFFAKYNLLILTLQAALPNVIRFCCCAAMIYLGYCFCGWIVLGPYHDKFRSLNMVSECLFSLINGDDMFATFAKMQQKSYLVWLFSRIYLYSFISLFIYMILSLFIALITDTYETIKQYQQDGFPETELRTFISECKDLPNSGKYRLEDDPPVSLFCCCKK
#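 Test system: TRPML3-YFP stable HEK293 cells. Doses: single point at 3 µM. Incubation: dye loading 1 h 37 °C then 30 min ambient, 125 s read. Signal: Fluo-8 calcium dye fluorescence, ex 470-495, em 515-575 nm. Measure: percent activation from peak-to-basal fluorescence ratio, scaled between DMSO and carbachol.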
# NPY-Y1 antag: antagonists of human neuropeptide Y receptor Y1. inhibition, % at 3.6 µM. HEK293-CNG Y1 cells, membrane potential fluorescence; NPY at EC95, then isoproterenol. P25929. hit rate 1% among 200,000. AID 1040;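 active = inhibition above the campaign mean inhibition of all tested compounds plus 3 SD, cut at about 20% in these data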;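 note: 0% = DMSO wells given NPY plus isoproterenol and 100% = isoproterenol alone without NPY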
#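 Assay system: HEK293 cells with Y1 receptor plus CNG channel | Probe or stimulus: NPY (25 nM), isoproterenol (1 µM), Ro 20-1724 (25 µM) | Timing: Compound incubation 1 h at room temperature, readout 45 min post-stimulation | Measured by: Membrane-potential fluorescent dye readout | Benchmarks: High control isoproterenol alone, low control NPY with isoproterenol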
# EP2 mod: EP2 receptor (human) modulation | EP2-expressing cells, cAMP HTRF FRET, PGE2 co-stimulation | hit rate 0.83% among 260,000 | induction, % at 25 µM | AID 940;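 active = compounds whose cAMP rise, as percent of the full-agonist control response, exceeds 60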;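 note: rat C6 glioma line stably carrying human EP2 under a CMV promoter; the protocol text gives 20 µM as final concentration; 100% = response of wells given 1 µM PGE2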
# NPY2 pot ag: human NPY-Y2 potentiation or agonism, primary screen; hit rate 0.45% among 220,000; cells expressing NPY-Y2, potentiator/agonist read-out; P49146; activation, % at 3.6 µM; in the data active = activation above about 27%;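 note: cells stimulated with NPY near EC25 plus isoproterenol at EC100; 0% = vehicle plus submaximal agonist and 100% = vehicle plus saturating agonist; some results beyond the cut were filed as inactive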
# CHOP inhibitor: inhibitors of CHOP induction in ER stress response; inhibition, % at 10 µM; CHO-K1 CHOP-promoter luciferase, tunicamycin-induced, 15-18 h; hit rate 3.8% among 220,000;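 active = compounds that reduced the stress-induced luciferase reporter signal by more than about 70% of percent inhibition, limit read from the data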;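 note: 0% = tunicamycin plus vehicle and 100% = wells without tunicamycin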
# TRPN1 ag: zebrafish TRPN1 (NompC) channel agonism; HEK293 zebrafish TRPN1-YFP, Fluo-8 calcium fluorescence; 100% = response to 87 µM carbachol; activation, % at 3 µM; hit rate 0.18% among 220,000;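 active = activation above its plate's cutoff, the mean activation of test wells on that plate plus 3 SD, cut at about 19% in these data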;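 note: 0% = DMSO alone and 100% = 87 µM carbachol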
#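 Material: zebrafish TRPN1-YFP in HEK293 cells. Doses: one dose of 3 µM, 0.3% DMSO. Incubation: dye 1 h 37 °C plus 30 min RT. Measured by: intracellular calcium fluorescence with Fluo-8.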
# S1P4 antagonist: blocks the human S1P4 receptor. S1P4-expressing cells, antagonist mode, reporter read-out. inhibition, % at 4.98 µM. hit rate 0.26% among 220,000. AID 1510; in the data active = inhibition above about 29%;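 note: 0% = wells stimulated with agonist and 100% = vehicle wells without agonist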
# Starred values were filed as active, the others as inactive; / = not tested or not shown; & = joins results of further samples.
(1) CN(C)c1ccc(/C=C/c2ccc3ccccc3n2)cc1
(2) O=C(COC(=O)/C=C/c1ccc(Cl)cc1)NCCC1=CCCCC1
(3) Cc1ccc(S(=O)(=O)NCC(=O)OC2CCOC2=O)cc1 (stereo not given)
(4) CCOc1[nH]n(-c2ccccc2)c(=O)c1C=Nc1ccc(C(=O)OC)cc1
(5) Cc1cc(C)n(CCC(=O)N/N=C/c2ccc(Cl)c([N+](=O)[O-])c2)n1
(6) COc1ccc(C(=O)NCC(=O)OCC(=O)Nc2cccc(S(=O)(=O)N3CCCC3)c2)cc1
(7) O=C1CSC(c2ccc(F)cc2)N1c1nc2ccccc2s1 (stereo not given)
(8) CC1=C(C(=O)OC2CCCCCC2)C(c2ccc(C)o2)C2=C(CCCC2=O)N1 (stereo not given)

screen / no.	1	2	3	4	5	6	7	8
S1P4 ag	20*	0.8	-0.5	2.0	0.7	-4.7	1.7	1.3
NPY-Y1 PAM-ag	11	-5	0	1	15	14	10	2
TRPML3 ag	8.6	0.9	0.3	0.1	-0.3	-0.3	-0.8	-0.6
NPY-Y1 antag	/	5	-3	-1	/	/	-2	3
EP2 mod	-57	-18	1	19	-45	8	-40	24
NPY2 pot ag	3	11	12	-6	-1	-7	1	-1
CHOP inhibitor	78*	78*	-33	31	-8	-7	53	33
TRPN1 ag	9.5	0.1	-1.2	-0.3	0.2	0.6	-0.8	-1.9
S1P4 antagonist	32*	-9	-5	-7	0	8	-11	-15

# Another view of two compounds above.
(1) CN(C)c1ccc(/C=C/c2ccc3ccccc3n2)cc1
  S1P4 ag: 20*; NPY-Y1 PAM-ag: 11; TRPML3 ag: 8.6; NPY-Y1 antag: /; EP2 mod: -57; NPY2 pot ag: 3; CHOP inhibitor: 78*; TRPN1 ag: 9.5; S1P4 antagonist: 32*
(6) COc1ccc(C(=O)NCC(=O)OCC(=O)Nc2cccc(S(=O)(=O)N3CCCC3)c2)cc1
  S1P4 ag: -4.7; NPY-Y1 PAM-ag: 14; TRPML3 ag: -0.3; NPY-Y1 antag: /; EP2 mod: 8; NPY2 pot ag: -7; CHOP inhibitor: -7; TRPN1 ag: 0.6; S1P4 antagonist: 8

# (further entries)
(9) Cc1ccc(NC(=S)NNC(=O)c2ccco2)cc1
(10) Cc1ccc(S(=O)(=O)Oc2cccc(N3C(=O)C4CC=CCC4C3=O)c2)cc1 (stereo not given)
(11) COCCSc1ccccc1C(=O)Nc1cc(C)cc(C)c1
(12) CC(C)CN(CCNC(=O)CN1C(=O)CSc2ccc(S(=O)(=O)N3CCOCC3)cc21)CC(C)C
(13) Cc1ccc(-c2ccc(=O)n(CC(=O)NCc3ccco3)n2)cc1
(14) CCCCN(CC)S(=O)(=O)c1ccc(C(=O)N=c2sc3cc(NC(C)=O)ccc3n2C)cc1
(15) Cc1cccc(-c2nc(=S)c3c(n2Cc2ccco2)CCCC3)c1
(16) O=C(NCc1ccccc1)N(Cc1nc2ccccc2c(=O)[nH]1)C1CCCC1

screen / no.	9	10	11	12	13	14	15	16
S1P4 ag	-3.8	2.7	1.5	1.3	-0.6	-3.1	-3.4	0.9
NPY-Y1 PAM-ag	-31	-25	-24	-5	-5	-12	1	18
TRPML3 ag	0.2	0.7	0.0	0.4	0.0	-0.7	-0.5	-0.7
NPY-Y1 antag	0	2	14	7	4	4	25*	4
EP2 mod	25	-12	0	-31	6	-2	66*	9
NPY2 pot ag	-20	2	-17	-10	-3	11	-1	17
CHOP inhibitor	-10	5	0	3	15	47	18	9
TRPN1 ag	-0.2	0.3	-1.5	0.0	-0.1	0.2	-1.7	0.1
S1P4 antagonist	11	-21	-13	-6	2	-12	-7	5

(17) NC(=S)Nc1nc2ccccc2s1
(18) CCc1ccccc1NC(=O)CSc1nnc(Cn2cnc3ccccc32)o1
(19) CCc1onc(C)c1C(=O)O
(20) CCn1c(COc2ccccc2)nnc1SCC(=O)NCc1ccco1
(21) CSc1ccc(C2C(C#N)=C(N)Oc3cc4c(cc32)OCO4)cc1 (stereo not given)
(22) O=C(Oc1cccc(/C=N/Nc2nc(Nc3ccccc3)nc(N3CCOCC3)n2)c1)c1ccco1
(23) O=C(c1ccccc1)c1nc[nH]c1C(=O)Nc1ccccc1
(24) CC(=O)Nc1ccc(-c2cc(C(=O)O)c3ccccc3n2)cc1

screen / no.	17	18	19	20	21	22	23	24
S1P4 ag	-0.5	-1.6	-0.1	0.5	-0.8	-1.4	2.2	1.1
NPY-Y1 PAM-ag	16	-17	0	8	-3	-9	19	20
TRPML3 ag	-0.4	0.3	0.7	-0.4	0.7	0.0	0.2	0.8
NPY-Y1 antag	-2	1	0	-5	-4	-7	-6	/
EP2 mod	-36	3	15	5	12	-19	-36	7
NPY2 pot ag	-4	-4	-7	2	17	-1	15	-28
CHOP inhibitor	-64	9	28	-7	18	38	-33	22
TRPN1 ag	-2.2	0.3	-0.6	-1.0	-0.1	-0.2	0.1	-0.4
S1P4 antagonist	0	-27	3	-17	-22	38*	-8	3

(25) COc1ccc(/C=C/C(=O)N2CCCC2)cc1OC
(26) CC(=O)N1c2ccc3ccccc3c2C(C)CC12CCCCC2 (stereo not given)
(27) Cc1ccc(COc2ccccc2C(=S)N2CCCC2)cc1
(28) COC(=O)C(O)(CC(=O)Nc1ccc(OC(F)(F)F)cc1)C(F)(F)F (stereo not given)
(29) O=C(c1ccc2c3c(cccc13)C(=O)N(O)C2=O)N1CCCCC1
(30) COc1ccc(NC(=O)CNC(=O)Cn2c(C)cc3ccccc3c2=O)c(OC)c1
(31) COCCCN1CN(Cc2ccco2)CNC1=S
(32) CC(C)Sc1nc2c(c(=O)[nH]c(=O)n2C)n1Cc1ccc(Cl)cc1

screen / no.	25	26	27	28	29	30	31	32
S1P4 ag	0.4	-2.2	-2.2	2.3	-0.8	2.4	1.4	1.1
NPY-Y1 PAM-ag	7	-5	5	-6	-6	-21	4	-29
TRPML3 ag	0.3	1.4	-0.8	1.3	-0.2	-0.1	0.7	0.3
NPY-Y1 antag	-8	4	9	0	-1	6	/	1
EP2 mod	26	55	17	-8	17	1	14	55
NPY2 pot ag	2	-2	-1	-10	-16	-7	-12	-5
CHOP inhibitor	14	70*	-8	43	98*	16	6	47
TRPN1 ag	0.6	-0.7	-2.9	-0.3	2.3	-0.1	3.5	-0.9
S1P4 antagonist	5	5	-5	-17	-6	-18	1	8

(33) Cc1ccc(Cn2cc(/C=N/Nc3ccc([N+](=O)[O-])cn3)c3ccccc32)cc1
(34) CC(=O)C1=C(O)C(=O)N(Cc2cccnc2)C1c1ccc(Cl)cc1Cl (stereo not given)
(35) COc1ccc2c(c1OC)C(=O)N1c3ccccc3C(=O)N(c3ccc(F)cc3)C21 (stereo not given)
(36) CCCSc1nnc(CSc2nc3nc(C)cc(C)n3n2)o1
(37) O=C1NC(c2ccc(-c3ccccc3[N+](=O)[O-])o2)C(C(=O)c2ccc(Cl)cc2)C(O)(C(F)(F)F)N1 (stereo not given)
(38) Cc1ccc(-n2c(Cc3cccs3)nnc2SCC(=O)OC(C)C)cc1
(39) O=c1ccc(NS(=O)(=O)c2ccccc2Cl)cn1Cc1ccc(Cl)c(Cl)c1
(40) Cc1cc(C2CC(=O)Nc3ccccc3S2)c(C)s1 (stereo not given)

screen / no.	33	34	35	36	37	38	39	40
S1P4 ag	0.6	-1.9	1.4	0.4	-1.7	0.4	3.1	2.9
NPY-Y1 PAM-ag	5	17	-14	-10	21	-11	8	-4
TRPML3 ag	1.5	0.0	0.1	0.5	-0.2	-1.8	1.8	0.4
NPY-Y1 antag	1	3	52*	3	-8	-3	-2	/
EP2 mod	1	30	26	-4	37	34	32	-12
NPY2 pot ag	1	0	-8	-6	37*	-26	-4	5
CHOP inhibitor	39	29	-23	26	37	4	15	20
TRPN1 ag	0.1	2.0	1.2	0.5	1.0	-1.6	3.2	0.0
S1P4 antagonist	-26	-17	-10	-16	0	-8	7	5

(41) Nc1nc(SCC(=O)Nc2cc(-c3ccccc3)nn2-c2ccccc2)n[nH]1
(42) O=C(NC(=S)Nc1ccc2ncccc2c1)c1ccccc1
(43) CN(C)c1ccc(CN(C(=O)/C=C/c2ccccc2Cl)C2CCS(=O)(=O)C2)cc1 (stereo not given)
(44) O=C1c2ccsc2SCCN1Cc1cccc(Cl)c1
(45) COC(=O)N(C)c1nc2ccccc2s1
(46) CCCCc1c(O)nc(SCC(=O)N2CCOCC2)n(-c2ccccc2C)c1=O
(47) Cc1nnc(N2CCOCC2)c2nn(-c3cccc(Cl)c3)c(C)c12
(48) CCCc1[nH]nc2c1C(c1ccc(OC)c(Cn3nnc4ccccc43)c1)C(C#N)=C(N)O2 (stereo not given)

screen / no.	41	42	43	44	45	46	47	48
S1P4 ag	-1.7	0.9	1.8	-6.2	-0.2	2.1	0.1	0.9
NPY-Y1 PAM-ag	19	-15	9	-12	-20	9	-35	-9
TRPML3 ag	-0.2	-0.1	-0.4	-0.4	0.4	0.3	0.2	0.5
NPY-Y1 antag	-3	7	/	3	7	2	5	-5
EP2 mod	-18	-70	2	61*	-4&-16	13	4	30
NPY2 pot ag	20	-7	-1	13	-6	-2	8	6
CHOP inhibitor	1	-6	3	19	-27	8	-8	-2
TRPN1 ag	-1.3	1.9	-0.7	-2.2	0.0	1.0	-0.5	-0.7
S1P4 antagonist	-5	-14	-13	-1	4	-3	-22	-7

(49) CCOc1ccc(Nc2c3ccccc3nc3ccccc23)cc1
(50) O=C(O)C(F)(F)S(=O)(=O)O
(51) Cc1sc(NC(=O)CN(Cc2ccc(F)cc2)C(=O)C(C)C)c(C(N)=O)c1C
(52) CCOC(=O)CN(Cc1sccc1C)C(=O)Nc1cccc(OC)c1
(53) COc1cccc(-c2nc(CS(=O)(=O)CC(=O)N3CCN(C4CCCCC4)CC3)c(C)o2)c1
(54) O=C(NC1(C(F)(F)F)NC(=O)N(c2ccc(F)c(Cl)c2)C1=O)c1ccncc1 (stereo not given)
(55) C[C@H]1CCC[C@]2(O[C@@H](CCO)C[C@H](O)[C@H]2O)O1
(56) C#CCOCCOCCOCCNc1nc(N2CCN(C(=O)[C@H]([C@@H](C)CC)n3cc([C@@H](N)CO)nn3)CC2)nc(N2CCN(C(=O)[C@H](CCCCN)n3cc([C@@H](N)CC(C)C)nn3)CC2)n1
(57) O=C(CSc1nnc(C2COc3ccccc3O2)o1)N1CCCc2ccccc21 (stereo not given)

screen / no.	49	50	51	52	53	54	55	56	57
S1P4 ag	2.8	0.0	-0.8	0.8	0.3	-0.3	1.0	1.6	2.0
NPY-Y1 PAM-ag	39	12	1	5	0	2	0	-10	-34
TRPML3 ag	-0.4	0.5	0.7	-0.1	0.9	1.1	0.6	0.4	-0.8
NPY-Y1 antag	/	1	0	-2	2	0	1	3	2
EP2 mod	-12	2	18	2	6	-10	23	-1	-12
NPY2 pot ag	38	5	-4	18	9	-6	-5	-15	-4
CHOP inhibitor	30	-6	14	1	42	-21	-10	38	35
TRPN1 ag	-2.2	-1.4	0.4	-2.0	1.4	0.0	1.7	1.9	-0.1
S1P4 antagonist	-14	1	-5	-14	-1	-7	-5	4	-4
